# Source: PubChem BioAssay
# Vif-A3G inh: Vif-A3G binding inhibition; HeLa A3G-eYFP + Vif (tagged APOBEC3G with the HIV-1 protein that degrades it), YFP fluorescence, overnight; Q9HC16; 410,000 tested, 0.076% active; Potency, µM (doses to about 46.1 µM), without a hit: top-dose activity, negative = active, actives largely listed as inhibitors;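 further: nearly all actives have a fitted effect of over 60% in size; hits raise eYFP signal because A3G escapes Vif-driven loss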
# Target sequence (Q9HC16 whole entry, looked up): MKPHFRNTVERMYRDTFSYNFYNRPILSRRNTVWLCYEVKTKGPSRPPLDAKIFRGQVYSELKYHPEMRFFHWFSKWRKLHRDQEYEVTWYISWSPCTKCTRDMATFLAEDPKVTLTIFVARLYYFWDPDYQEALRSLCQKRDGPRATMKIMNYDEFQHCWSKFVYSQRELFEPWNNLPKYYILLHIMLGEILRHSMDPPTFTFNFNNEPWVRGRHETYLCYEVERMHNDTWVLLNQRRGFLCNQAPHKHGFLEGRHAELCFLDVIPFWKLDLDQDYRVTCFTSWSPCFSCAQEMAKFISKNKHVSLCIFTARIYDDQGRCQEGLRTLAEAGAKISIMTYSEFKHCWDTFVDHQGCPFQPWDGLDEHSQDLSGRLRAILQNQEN
#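 Read-out is eYFP fluorescence (Ex 488/Em 500-530) from Vif-expressing HeLa A3G-eYFP cells; more signal means A3G escaped Vif-mediated degradation. Cells plated overnight, compound pinned in, incubated overnight at 37 deg C.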
# 12-LOX inh: ALOX12 (human) lipoxygenase inhibition | AID 1671190 | Potency, µM (doses to about 108 µM), for inactives: at the highest dose activity change, negative = inhibition, usual class: inhibitors | P18054 | purified 12hLO, xylenol orange hydroperoxide absorbance | 580,000 tested, 1.1% active
# Target sequence (P18054 whole entry, looked up): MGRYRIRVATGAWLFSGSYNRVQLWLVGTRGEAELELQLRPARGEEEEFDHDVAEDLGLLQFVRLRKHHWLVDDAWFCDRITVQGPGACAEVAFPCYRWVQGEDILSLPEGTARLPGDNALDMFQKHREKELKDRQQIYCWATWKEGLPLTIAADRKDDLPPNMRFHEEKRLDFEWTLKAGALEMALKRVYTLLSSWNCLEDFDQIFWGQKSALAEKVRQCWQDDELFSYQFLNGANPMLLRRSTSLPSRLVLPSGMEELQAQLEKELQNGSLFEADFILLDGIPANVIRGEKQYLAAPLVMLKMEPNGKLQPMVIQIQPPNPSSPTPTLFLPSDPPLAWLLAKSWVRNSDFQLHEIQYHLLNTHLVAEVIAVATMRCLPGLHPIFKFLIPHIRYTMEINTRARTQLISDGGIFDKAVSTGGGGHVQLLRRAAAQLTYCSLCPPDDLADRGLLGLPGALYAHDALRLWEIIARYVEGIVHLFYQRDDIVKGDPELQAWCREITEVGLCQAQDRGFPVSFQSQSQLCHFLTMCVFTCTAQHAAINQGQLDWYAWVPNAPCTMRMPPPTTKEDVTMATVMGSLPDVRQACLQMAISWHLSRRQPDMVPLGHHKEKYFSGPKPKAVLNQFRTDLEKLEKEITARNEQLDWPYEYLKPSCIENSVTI
#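 Purified human 12hLO at 150 nM in 25 mM Hepes, 0.01% Triton X-100, pH 7.0, preincubated 15 min at room temperature with compound. Reaction started with 40 uM arachidonic acid, 30 min at room temperature. Hydroperoxide measured by Fe-xylenol orange, 573/405 nm absorbance ratio.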
# The depositor's hits bear a star; ? = inconclusive. The call rests on the fitted dose curve; in most records, active means well fitted curve in the direction sought with a large enough effect; inconclusive means small, poorly fitted or top-dose-only effect, or another doubt; inactive means no such curve, though single readings can be large; an effect the other way counts as inactive or inconclusive. On the % scale 0 is the no-effect control and ±100 the full control effect; potency means the concentration at half of the fitted maximal effect.
[1] CN1OC[C@@H]2CN(C(=O)c3cccc4ccccc34)[C@H](c3ccc(N4CCCCC4)cc3)C[C@@H]21
[2] NC(Cc1ccc(F)cc1)c1csc(NC(=O)NC(c2ccccc2)c2ccccc2)n1 (configuration not stated)
[3] COc1ccc(C(=O)Nc2nnc([C@@H]3C[C@H](O)[C@@H](CO)O3)s2)cc1
[4] CC1(C(=O)NS(=O)(=O)c2cccc(Cl)c2)CCN1C(=O)COc1ccc(Cl)cc1 (configuration not stated)
[5] Cc1ccc(S(=O)(=O)Nc2ccc(Nc3nccn4c(-c5ccc6ccccc6c5)cnc34)cc2)cc1

screen / no.	1	2	3	4	5
Vif-A3G inh	-7.4%	0.0%	-2.5%	-0.4%	-5.8%
12-LOX inh	?	?	13.6%	-16.1%	?

[6] CC1(C(=O)Nc2ccc(Cl)c(C(F)(F)F)c2)Cc2c(-c3ccc(C(N)=O)cc3)ccnc2O1 (configuration not stated)
[7] COc1cnc(-c2cccc(C(F)(F)F)c2)c(NC(=O)c2cc3ccccc3s2)n1
[8] O=C(NCc1ccc(F)c(F)c1)c1ccc(-c2ccc(F)c(F)c2)c2ccoc12
[9] COc1cc(C(O)c2nc(-c3cccc(F)c3)cs2)ccc1F (configuration not stated)
[10] Cc1ccsc1CNC(=O)C1(C)CCN1C(=O)C(C)C (configuration not stated)

screen / no.	6	7	8	9	10
Vif-A3G inh	-5.6%	-1.4%	3.6%	-7.2%	-1.5%
12-LOX inh	-20.8%	?	-12.3%	-5.2%	-3.2%

# Exported as labelled records: part of the list above
5: Cc1ccc(S(=O)(=O)Nc2ccc(Nc3nccn4c(-c5ccc6ccccc6c5)cnc34)cc2)cc1
  Vif-A3G inh = -5.8%	12-LOX inh = ?
6: CC1(C(=O)Nc2ccc(Cl)c(C(F)(F)F)c2)Cc2c(-c3ccc(C(N)=O)cc3)ccnc2O1 (configuration not stated)
  Vif-A3G inh = -5.6%	12-LOX inh = -20.8%

# New compounds follow:
[11] CC(=O)NC(C)(c1ccccc1)c1nc(-c2csc3ccccc23)cs1 (configuration not stated)
[12] C=CCOc1ccc(Cl)cc1-c1noc(-c2csc([C@H]3C[C@H](O)[C@@H](CO)O3)n2)n1
[13] COc1ccc(S(=O)(=O)NC(=O)C2(C)CCN2C(=O)CC2CCCC2)cc1 (configuration not stated)
[14] CCNC(=O)C1CCCN(C(=O)c2cccc(C#N)c2)CC1 (configuration not stated)
[15] COc1ccc(F)cc1-c1cc(NC=O)c2ncc(-c3cc(OC)c(OC)c(OC)c3)n2c1

screen / no.	11	12	13	14	15
Vif-A3G inh	-6.3%	-4.9%	0.5%	1.4%	?
12-LOX inh	0.4%	2.4%	?	4.2%	-1.4%

[16] O=C(Nc1ccc(F)c(Cl)c1)c1csc([C@@H]2C[C@H](O)[C@@H](CO)O2)n1
[17] OC(c1ccc(F)cc1)c1nc(-c2cncnc2)cs1 (configuration not stated)
[18] Cc1cc(F)ccc1C(O)c1ncc(-c2cccc(F)c2)[nH]1 (configuration not stated)
[19] CC(C)Nc1nc(Nc2ccc(C#N)cc2)c2sccc2n1
[20] CN(C)c1ccc(CN2CCC(C(=O)NC(c3ccc(F)cc3)c3ccc4ccccc4n3)CC2)cc1 (configuration not stated)

screen / no.	16	17	18	19	20
Vif-A3G inh	1.2%	-5.6%	0.9%	-19.7%	-0.3%
12-LOX inh	1.4%	9.0%	5.2%	-17.9%	?

[21] CC1=C(C(=O)N2CCOCC2)CC(CC(=O)NCC2CCCCC2)C(=O)N1Cc1ccc(C(C)(C)C)cc1 (configuration not stated)
[22] O=C(NCc1ccccc1Cl)c1ccc2sc([C@H]3C[C@H](O)[C@@H](CO)O3)nc2c1
[23] COc1ccc(S(=O)(=O)N2CCCCC2c2cc(C(=O)N3CCOCC3)no2)cc1 (configuration not stated)
[24] COc1ccc(OC)c(S(=O)(=O)NC(=O)C2(C)CCN2C(=O)Cc2ccccc2Cl)c1 (configuration not stated)
[25] NC(c1cccc(F)c1)c1nc(-c2ccc(Cl)cc2)cs1 (configuration not stated)

screen / no.	21	22	23	24	25
Vif-A3G inh	-7.0%	-4.1%	-2.4%	0.6%	?
12-LOX inh	-4.8%	3.1%	-10.3%	-26.1%	-15.6%

[26] Cc1ccc(CN2CC(N3CC=CC3)CS2(=O)=O)cc1 (configuration not stated)
[27] Cc1cccnc1C(NC(=O)C1CCN(CCCc2ccccc2)CC1)c1ccc(Cl)cc1 (configuration not stated)
[28] COc1cc(NC(=O)c2ccc(-c3c(C)noc3C)c3ccoc23)cc(OC)c1OC
[29] COC(=O)C1(C)CCc2c(ccc3ccccc23)C1=O (configuration not stated)
[30] O=C(Nc1cc(C(F)(F)F)ccc1F)C1Cc2c(-c3ccccc3Oc3ccccc3)ccnc2O1 (configuration not stated)

screen / no.	26	27	28	29	30
Vif-A3G inh	1.5%	2.7%	-29.7%	-1.2%	0.6%
12-LOX inh	1.7%	?	3.7%	-6.1%	1.4%

[31] CCOC1=C2[C@H](c3ccc(CC)cc3)N(S(=O)(=O)c3ccc(C)cc3)C[C@H]2n2c(=O)n(-c3ccccc3)c(=O)n2C1
[32] COCCNC(=O)C1(C)CCCN(C(=O)c2ccc(C)c(F)c2)C1 (configuration not stated)
[33] CCc1nc2c(OCC(=O)C(C)(C)C)cccn2c1N(C)C(=O)c1ccco1
[34] CCc1nc2c(OCc3ccc(C(F)(F)F)cc3)cccn2c1N(C)C(=O)c1ccco1
[35] COc1ccc(NC(=O)C2(C)CCN2Cc2cccc(OC)c2F)cc1OC (configuration not stated)

screen / no.	31	32	33	34	35
Vif-A3G inh	1.9%	0.2%	-2.2%	-1.5%	-3.4%
12-LOX inh	7.0%	-8.7%	19.5%	?	?

[36] COCCCNC(=O)c1csc([C@H]2C[C@H](O)[C@@H](CO)O2)n1
[37] COCCc1ccc(OC2(C)CCN(Cc3cccc(OC)c3OC)C2)cc1 (configuration not stated)
[38] COc1ccc(Cc2c(-c3ccc(F)cc3)nc3ccc(Br)cn23)c(C)c1
[39] O=C(NCC1CCCCC1)c1ccc2nc([C@@H]3O[C@H](CO)[C@@H](O)[C@H]3O)[nH]c2c1
[40] CC(=O)Nc1cc(-c2ccccc2Cl)cn2c(-c3ccc(S(C)(=O)=O)cc3)cnc12

screen / no.	36	37	38	39	40
Vif-A3G inh	-1.0%	0.0%	-3.4%	3.0%	-8.2%
12-LOX inh	1.2%	?	0.0%	-8.7%	-14.1%

[41] O=C(Nc1ccccc1Oc1ccccc1)[C@@H]1O[C@H](CO)[C@H](O)[C@H](O)[C@H]1O
[42] COc1ccc(C(C)=O)cc1CC1(C)C(=O)Nc2ccc(-c3ccccc3OC)cc21 (configuration not stated)
[43] O=C(Nc1nnc([C@@H]2C[C@H](O)[C@@H](CO)O2)s1)Nc1ccccc1F
[44] O=C(Nc1c(-c2ccc3c(c2)OCO3)[nH][nH]c1=O)c1ccc2c(c1)OCO2
[45] CCCNC(=O)C1(C)CCCN(Cc2ccc3ccccc3c2)C1 (configuration not stated)

screen / no.	41	42	43	44	45
Vif-A3G inh	0.0%	0.0%	1.1%	-3.1%	-2.1%
12-LOX inh	3.5%	15.4%	7.1%	?	2.9%

[46] Cc1ccccc1NC(=O)Nc1nc(C(N)C2CCCCC2)cs1 (configuration not stated)
[47] CCNC(=O)C1(C)CCN(C(=O)c2ccc(OC(F)F)cc2)C1 (configuration not stated)
[48] COc1cccc(-c2cc3nc(NCCOc4ccccc4Cl)n(C)c(=O)c3s2)c1
[49] CCOC(=O)C1=CCN(S(=O)(=O)c2ccccc2[N+](=O)[O-])C1c1ccc(C)cc1 (configuration not stated)
[50] NS(=O)(=O)c1ccc(CCNc2nn3c(-c4ccc(F)c(Cl)c4)cnc3s2)cc1

screen / no.	46	47	48	49	50
Vif-A3G inh	-10.2%	1.2%	-11.2%	-2.5%	-3.1%
12-LOX inh	0.8%	5.1%	5.7%	-14.5%	-14.0%

# Part of the list above in a different format.
# Below each SMILES: Vif-A3G inh | 12-LOX inh
16: O=C(Nc1ccc(F)c(Cl)c1)c1csc([C@@H]2C[C@H](O)[C@@H](CO)O2)n1
  1.2% | 1.4%
17: OC(c1ccc(F)cc1)c1nc(-c2cncnc2)cs1 (configuration not stated)
  -5.6% | 9.0%
18: Cc1cc(F)ccc1C(O)c1ncc(-c2cccc(F)c2)[nH]1 (configuration not stated)
  0.9% | 5.2%
19: CC(C)Nc1nc(Nc2ccc(C#N)cc2)c2sccc2n1
  -19.7% | -17.9%
20: CN(C)c1ccc(CN2CCC(C(=O)NC(c3ccc(F)cc3)c3ccc4ccccc4n3)CC2)cc1 (configuration not stated)
  -0.3% | ?
21: CC1=C(C(=O)N2CCOCC2)CC(CC(=O)NCC2CCCCC2)C(=O)N1Cc1ccc(C(C)(C)C)cc1 (configuration not stated)
  -7.0% | -4.8%
22: O=C(NCc1ccccc1Cl)c1ccc2sc([C@H]3C[C@H](O)[C@@H](CO)O3)nc2c1
  -4.1% | 3.1%
23: COc1ccc(S(=O)(=O)N2CCCCC2c2cc(C(=O)N3CCOCC3)no2)cc1 (configuration not stated)
  -2.4% | -10.3%
24: COc1ccc(OC)c(S(=O)(=O)NC(=O)C2(C)CCN2C(=O)Cc2ccccc2Cl)c1 (configuration not stated)
  0.6% | -26.1%
25: NC(c1cccc(F)c1)c1nc(-c2ccc(Cl)cc2)cs1 (configuration not stated)
  ? | -15.6%
26: Cc1ccc(CN2CC(N3CC=CC3)CS2(=O)=O)cc1 (configuration not stated)
  1.5% | 1.7%
27: Cc1cccnc1C(NC(=O)C1CCN(CCCc2ccccc2)CC1)c1ccc(Cl)cc1 (configuration not stated)
  2.7% | ?
28: COc1cc(NC(=O)c2ccc(-c3c(C)noc3C)c3ccoc23)cc(OC)c1OC
  -29.7% | 3.7%
29: COC(=O)C1(C)CCc2c(ccc3ccccc23)C1=O (configuration not stated)
  -1.2% | -6.1%
30: O=C(Nc1cc(C(F)(F)F)ccc1F)C1Cc2c(-c3ccccc3Oc3ccccc3)ccnc2O1 (configuration not stated)
  0.6% | 1.4%

# Remaining list, next part
[51] COc1cc(OC)cc(-c2noc(-c3csc([C@@H]4O[C@H](CO)[C@H](O)[C@H](O)[C@H]4O)n3)n2)c1
[52] CC(C)(C)S(=O)N1Cc2cc(C(=O)N3CCc4ccccc4C3)nc(-c3cccc(-c4cccnc4)c3)c2[C@@H]1CCO (some centres not stated)
[53] COc1cccc(Nc2nc(C(N)c3ccccc3Cl)cs2)n1 (configuration not stated)
[54] COc1cccc(-c2cnc(C(O)c3ccc(Cl)cc3)[nH]2)c1 (configuration not stated)
[55] COc1cccc(-c2cnc(C(O)c3cc(C)c(OC)c(C)c3)[nH]2)c1 (configuration not stated)

screen / no.	51	52	53	54	55
Vif-A3G inh	-0.5%	-4.6%	-10.6%	-4.1%	-5.5%
12-LOX inh	-4.2%	?	?	-6.7%	10.7%

[56] Cn1nc(C(C)(C)C)cc1NC(=O)C1(C)CCN1C(=O)c1ccccc1CCc1ccccc1 (configuration not stated)
[57] CCCCNC(=O)C1(C)CCCCN1C(=O)c1csnn1 (configuration not stated)
[58] COc1ccc(C(C)(NC(C)=O)c2nc(-c3cccc4cccnc34)cs2)cc1 (configuration not stated)
[59] OC(c1ccc(F)c(F)c1)c1nc(-c2ccc3c(c2)OCO3)cs1 (configuration not stated)
[60] O=C(NC1CCCCC1)C(CCc1ccccc1)N1CCc2ccccc2C1 (configuration not stated)

screen / no.	56	57	58	59	60
Vif-A3G inh	0.8%	1.1%	-4.6%	-4.4%	-2.2%
12-LOX inh	-4.3%	-5.3%	?	?	?

[61] Cc1noc(C)c1-c1ccc(C(=O)N2CCN(C)CC2)c2occc12
[62] Cc1nn(-c2ccccc2)c(-c2ccccc2[N+](=O)[O-])c1CC#N
[63] CC1(C(=O)NS(=O)(=O)c2cccc(F)c2)CCN1C(=O)CCC1CCCC1 (configuration not stated)
[64] COc1cccc(CNc2nc(NC(C)C)nc3ccsc23)c1OC
[65] N#Cc1ccc(-c2nc3ccc(Br)cn3c2Cc2ccsc2)cc1

screen / no.	61	62	63	64	65
Vif-A3G inh	-3.7%	-5.2%	1.0%	-0.7%	-0.6%
12-LOX inh	?	-4.8%	-22.9%	-18.6%	0.0%

[66] O=C(c1ccc(CSc2ccc(Cl)cc2)o1)N1CCOCC1
[67] Cc1ccccc1-c1cc2nc(NCc3ccc(N(C)C)cc3)n(C)c(=O)c2s1
[68] O=C(Nc1ccccc1)C1Cc2c(-c3ccco3)ccnc2O1 (configuration not stated)
[69] CC(=O)Nc1cccc(-c2ccnc3c2CC(C)(C(=O)Nc2ccc(Cl)c(C(F)(F)F)c2)O3)c1 (configuration not stated)
[70] COCCNc1nc(Oc2ccccc2)c2sccc2n1

screen / no.	66	67	68	69	70
Vif-A3G inh	-1.4%	-12.4%	-2.8%	-2.5%	-5.9%
12-LOX inh	-2.1%	?	-37.1%	-5.1%	10.8%

# This is a subset; the hit share may differ from the screen's.
